CRE-bla Fsk = Cell signaling CRE-BLA (Fsk stim); Potency, µM (highest dose often 38.2 µM), for the others: at the top dose activity change, negative = inhibition, most hits filed as activators; actives 2.5% (n = 71,000); AID 662, 2007; CHO CRE-bla reporter (cAMP response element driving beta-lactamase), forskolin EC10, beta-lactamase ratio; active = well fitted activation curve with a large enough effect in the signal ratio, with a control signal flat, not every such curve was filed as active; inconclusive = small, poorly fitted or top-dose-only effect, or effect the other way, or a change in a side signal; the % refers to the signal ratio; also: potency is read from the fitted curve at half-maximal effect; % of control where 0% means no effect
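CHO CRE-bla cells, overnight plating in Opti-MEM with 0.5% dialyzed FBS; cpd titration + EC10 NKH 477, 3 h 37 °C; CCF4 2 h RT; ex 405/em 460 vs 530 ratio → %Activity, AC50.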
Hsp90 Hop PPI = qHTS Assay for Disrupters of an Hsp90 Co-Chaperone Interaction; Hsp90 C-terminal peptide / TPR2A (Hop) interaction, human; AlphaScreen TPR2A-His6 binding biotin-Hsp90 C-terminal peptide; actives 0.44% (n = 71,000); Potency, µM (top dose mostly 57 µM), without a hit: at the highest dose activity change, negative = inhibition; active = well fitted curve in either direction with a large enough effect; inconclusive = small, poorly fitted or top-dose-only effect, or another doubt; also: potency is read from the fitted curve at half-maximal effect; % is scaled to controls: 0 for no effect and ±100 for the full control effect; many of its hits are not listed in these tables
Ub-GFP proteasome = Ubiquitin-GFP Assay | Ubiquitin-GFP reporter cells, proteasome inhibition, GFP fluorescence; response scale: untreated = 0%, 10 µM MG-132 = 100% | Potency, µM (highest dose often 45.9 µM), for inactives: at the highest dose activation (GFP accumulation), usual class: activators | 67,000 tested, under 10 active; active = well fitted activation curve with a large enough effect, not every such curve was filed as active; inconclusive = small, poorly fitted or top-dose-only effect, or another doubt; inactive = no such curve, though single readings can be large or run the other way; also: potency is read from the fitted curve at half-maximal effect
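U2OS cells stably expressing ubiquitin(G76V)-GFP, seeded overnight in 0.5% FBS medium, were exposed to compounds (qHTS, 46 uM to 2.9 nM) for 4 hr at 37 °C. GFP-positive cells were counted by laser cytometry (488 ex/515 em), normalized between basal and 10 uM MG-132.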
4-MU autofl = qHTS Assay for Spectroscopic Profiling in 4-MU Spectral Region; compound autofluorescence, 340/450 nm, 4-MU equivalents; hits give high values; actives 11% (n = 59,000); AID 589, 2007; max dye-equivalent concentration, M; in the data active = max dye-equivalent concentration above about 10 nM; inconclusive = mostly about 1.1 nM to 9.6 nM
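Compounds in 100 mM Tris, pH 8.0, sat 15 min at room temperature before fluorescence was read at 340 nm excitation/450 nm emission; a per-plate six-point 4-MU standard curve converted signals to dye-equivalent concentration at each compound concentration.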
ERK AVP block = qHTS Assay for Inhibitors of the ERK Signaling Pathway using a Homogeneous Screening Assay | HEK293-V1b, vasopressin-stimulated pERK AlphaScreen | Potency, µM (titrated, usually from 57.5 µM), for the others: top-dose activity, negative = inhibition, most hits filed as inhibitors | actives 0.99% (n = 72,000) | AID 995, 2007; also: potency is read from the fitted curve at half-maximal effect; % is scaled to controls: 0 for no effect and ±100 for the full control effect; nearly all actives have a fitted effect of over 55% in size
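V1b-HEK293 cells; cpd 30 min 37C; 25 nM vasopressin 5 min; lyse 10 min; AlphaScreen beads 5 hr RT. Normalized to DMSO basal and 25 nM vasopressin; AC50 by Hill fit.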
Luciferase inh = qHTS Assay for Inhibitors of Firefly Luciferase. Luciferin 4-monooxygenase (Photinus pyralis), P08659. purified firefly luciferase, luminescence, 8 min. Potency, µM (doses to about 57.1 µM), for the others: top-dose activity change, negative = inhibition, actives largely listed as inhibitors. actives 2.2% (n = 72,000). AID 411, 2009; also: potency is read from the fitted curve at half-maximal effect; % is scaled to controls: 0 for no effect and ±100 for the full control effect; nearly all actives have a fitted effect of over 40% in size
Target sequence (P08659 whole entry, looked up): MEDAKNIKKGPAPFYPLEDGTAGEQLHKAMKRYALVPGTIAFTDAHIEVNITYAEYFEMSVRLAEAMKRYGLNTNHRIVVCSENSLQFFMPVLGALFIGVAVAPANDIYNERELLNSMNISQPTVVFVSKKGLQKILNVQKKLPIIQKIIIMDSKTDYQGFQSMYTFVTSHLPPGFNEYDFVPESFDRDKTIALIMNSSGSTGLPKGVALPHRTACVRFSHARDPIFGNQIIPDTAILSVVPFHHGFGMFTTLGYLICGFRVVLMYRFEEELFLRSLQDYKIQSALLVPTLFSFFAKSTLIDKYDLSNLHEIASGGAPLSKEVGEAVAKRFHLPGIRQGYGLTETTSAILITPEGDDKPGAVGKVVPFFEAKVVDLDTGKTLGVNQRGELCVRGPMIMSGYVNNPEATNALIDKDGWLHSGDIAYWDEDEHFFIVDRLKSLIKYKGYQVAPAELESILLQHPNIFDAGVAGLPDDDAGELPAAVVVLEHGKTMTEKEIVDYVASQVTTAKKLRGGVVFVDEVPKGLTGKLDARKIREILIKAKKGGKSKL
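Here, luciferase activity is measured as luminescence following an 8 min room-temperature reaction at 10 uM ATP, pH 7.2. Every library sample is titrated.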
A350 fluor = qHTS Assay for Spectroscopic Profiling in A350 Spectral Region | Compound autofluorescence, 340/450 nm, Alexa 350 dye-equivalents; hits give high values | max dye-equivalent concentration, M | actives 11% (n = 59,000) | AID 590, 2007; in the data active = max dye-equivalent concentration above about 10 nM; inconclusive = mostly about 1.1 nM to 9.6 nM
HBB splice mod = qHTS Assay for Modulators of Hemoglobin Beta Chain Splicing; AID 925, 2007; Potency, µM (top dose mostly 46.1 µM), inactives show at the top dose activation, hits mostly activators; HBB splicing reporter cell assay, activation; EGFP reporter with mutant IVS2-654 intron; response scale: normalised to 500 nM splice-correcting PNA; actives 0.06% (n = 65,000); also: potency is read from the fitted curve at half-maximal effect; 0% is about no effect
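HeLa cells stably expressing EGFP interrupted by mutant beta-globin intron 2 (IVS2-654), 500/well in 2% FCS. Treated with compound for 2 days at 37C. Splicing correction scored as total well GFP intensity (488 nm excitation, 500-520 nm emission); 500 nM antisense PNA served as control.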
Fluorescein fluor = qHTS Assay for Spectroscopic Profiling in Fluorescein Spectral Region; actives 0.91% (n = 59,000); max fluorescein-equivalent concentration, M; Compound autofluorescence, 480/540 nm, fluorescein-equivalent; hits give high values; in the data active = max fluorescein-equivalent concentration above about 10 nM; inconclusive = between about 1.1 nM and that limit
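Fluorescein stocks ranging 3 mM down to 300 nM, plus DMSO blanks, were pinned alongside compounds to build a per-plate standard curve. Buffer: 100 mM Tris, pH 8.0. Incubation 15 min, room temperature; filters 480/540 nm.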
Epigenetic mod = qHTS Assay for Epigenetic Modulators. mouse C127i GFP locus derepression, cytometry, 30 h. Potency, µM (doses to about 46.1 µM), without a hit: top-dose GFP derepression (activation). actives 0.09% (n = 68,000); also: % of control where 0% means no effect
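Murine C127i mammary cells carrying a silenced, stably integrated CMV-driven GFP reporter were treated with compound for 30 hours at 37 C. After PBS washes, GFP-positive cells were counted by laser-scanning microplate cytometry.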
TexasRed autofl = qHTS Assay for Spectroscopic Profiling in Texas Red Spectral Region. Compound fluorescence, Texas Red channel, 547/618 nm; hits give high values. max dye-equivalent concentration, M. actives 0.06% (n = 59,000). AID 587, 2007; in the data active = max dye-equivalent concentration above about 10 nM; inconclusive = between about 1.1 nM and that limit
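Compound fluorescence was read after 15 min at room temperature in 100 mM Tris, pH 8.0, using 547 nm excitation and 618 nm emission across a concentration series. It was expressed as Texas Red dye-equivalent concentration from an on-plate standard curve.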
The depositor's hits bear a star; i = inactive; ? = inconclusive; nt = not tested or not shown; & = joins results of further samples; [ ] = another dose, or the depositor's remark. Unless noted, calls follow the shape of the dose curve; as a rule, active = well fitted curve in the direction sought with a large enough effect; inconclusive = small, poorly fitted or top-dose-only effect, or another doubt; inactive = no such curve, though single readings can be large; an effect the other way counts as inactive or inconclusive.

SMILES	CRE-bla Fsk	Hsp90 Hop PPI	Ub-GFP proteasome	4-MU autofl	ERK AVP block	Luciferase inh	A350 fluor	HBB splice mod	Fluorescein fluor	Epigenetic mod	TexasRed autofl
O=C(Nc1ccc(S(=O)(=O)NCCc2ccccc2)cc1)c1ccc(Br)o1	1%	-4%	-1%	2.9e-08M*	-30%	0%	2.5e-08M*	-1.8%	i	2%	i
COc1ccc(S(=O)(=O)N(CCc2ccccc2)CC(=O)NCCCO)cc1	-8%	-1%	0%	i	-3%	3%	i	nt	i	2%	i
Clc1ccc(OCc2nn3c(C4CCCCC4)nnc3s2)cc1	-13%	5%	-5%	i	?	1%	i	11%[0.369 µM]	?	2%	i
CCOc1ccc(-c2nc(C#N)c(NCc3ccc4c(c3)OCO4)o2)cc1	?	2%	-3%	nt	?	-11%	nt	0.5%	nt	1%	nt
O=c1ccc2cc3c([nH]c4ccc(Br)cc43)oc-2c1O	?	-6%	0%	i	-25%	-3%	?	1.0%	?	0%	i
Cc1ccc(S(=O)(=O)N2CCC(C(=O)N3CCC[C@H]3C(=O)NCc3ccco3)CC2)cc1	-7%	-2%	10%	i	-2%	3%	i	-1.9%[57.5 µM]	?	0%	i
O=C(CSc1nccc(=O)[nH]1)Nc1ccc(Br)c(Cl)c1	2%	2%	2%	i	?	0%	i	-0.8%	i	-3%	i
CCCC(=O)Nc1nnc(Sc2ccc(N(C)C)cc2)s1	?	-5%	3%	i	-7%	-1%	i	0.9%[1.84 µM]	i	4%	i
O=C(Nc1ccc2c(c1)OCO2)N1CCN(C/C=C/c2ccccc2)CC1	?	?	2%	i	?	-1%	i	0.3%	?	-1%	i
CC(=O)C1=C(Nc2ccc(C)cc2)CC(C)(O)C(C(C)=O)C1c1ccco1 (stereo unspecified)	-27%	-9%	10%	i	-10%	2%	i	0.7%	i	3%	i
O=C(CSc1nc2ccccc2nc1SCC(=O)N1CCOCC1)N1CCOCC1	9%	-4%	8%	nt	?	-3%	nt	-0.4%[9.22 µM]	nt	-2%	nt
O=C(C1CC1)N1CCN=C1SCc1ccccc1Cl	-4%	1%	-3%	nt	-7%	-3%	nt	-0.2%	nt	-3%	nt
COc1cc(C(=O)O[C@@H]2CC(C)=CC[C@@]3(C)CC[C@](O)(C(C)C)[C@H]23)ccc1O	?	-5%	0%	i	nt	2%[11.4 µM]	i	nt	i	-4%[9.22 µM]	i
COc1ccc(-c2cc(C(=O)OC3CCOC3=O)c3ccccc3n2)cc1OC (stereo unspecified)	?	?	2%	?	?	-20%	i	0.1%[57.5 µM]	i	0%	i
O=C(O)c1cc2nc(-c3ccc(F)cc3)cc(C(F)(F)F)n2n1	?	-1%	0%	nt	-22%	-1%	nt	0.0%	nt	-4%	nt
CC(=O)Nc1ccc(N2CCN(C(C)=O)CC2)cc1	-17%	-1%	?	i	25%	1%	i	0.9%	i	9%	?
Cn1cc(NC(=O)c2cc(NC(=O)c3cc(NC=O)cn3C)cn2C)cc1C(=O)NCCC(=N)N	nt	nt	nt	i	nt	-4%[25.5 µM]	i	nt	?	-4%[20.6 µM]	i
COc1cc(C2c3c(n[nH]c3C)C(=O)N2c2ccc(C)cc2)ccc1O (stereo unspecified)	0%	-5%	2%	?	-19%	2%	?	-0.9%[57.5 µM]	?	3%	i
O=S(=O)(NCC(c1cccnc1)N1CCN(c2ccc(F)cc2)CC1)c1cccs1 (stereo unspecified)	-3%	-13%	-4%	nt	nt	1%	nt	-1.4%	nt	nt	nt
CN(C)c1oc(-c2ccc(OCc3ccc(Cl)cc3)cc2)nc1C#N	-6%	-9%	4%	6.5e-08M*	-15%	1%	5.2e-08M*	0.1%[0.369 µM]	i	7%	i
CCn1c(CSc2nc(C)cc(C)n2)nnc1SCC(=O)Nc1ccccc1	12%	-2%	-2%	1.5e-08M*	3%	1%	1.7e-08M*	nt	i	-1%	i
CCOC(=O)c1cc2ccc(OC(=O)c3ccco3)cc2oc1=O	?	-3%	-2%	1.5e-06M*	9%	-1%	2.2e-06M*	3.9%	i	3%	i
Cc1ccc(-n2c(C)cc(C(=O)CSc3nncs3)c2C)cc1	23%	-7%	-1%	i	7%	25µM*	i	-0.5%[57.5 µM]	?	1%	i
Cc1cc(Nc2ccc(Br)cc2F)n2nc(C)nc2n1	?	-2%	12%	nt	-13%	0%	nt	-0.6%	nt	0%	nt
Cc1cc(C)n(-c2nc(SCC(=O)Nc3nccs3)c3c4c(sc3n2)COC(C)(C)C4)n1	?	-2%	nt	i	6%	0%	i	4.5%[0.369 µM]	i	0%	i
Cc1nc(N)sc1-c1csc(Nc2ccccn2)n1	-2%	-25%	3%	nt	-11%	13µM*	nt	-0.9%[9.22 µM]	nt	-3%	nt
COc1ccccc1OCCCn1c(=O)sc2ccccc21	-1%	15%	-7%	i	-2%	-13%	i	0.1%[57.5 µM]	i	2%	i
Cc1c(C(Nc2ccccn2)c2ccc(Cl)cc2)c(=O)n(-c2ccccc2)n1C (stereo unspecified)	0%	-1%	-2%	i	5%	1%	i	-1.4%	i	3%	i
CCOC(=O)c1cnc(-c2ccccc2)[nH]c1=O	-5%	0%	-1%	i	-1%	1%	i	-2.6%[57.5 µM]	?	2%	i
c1ccc2c(c1)ccc1nnc(-c3ccc4c(c3)OCO4)n12	?	-2%	10%	nt	?	-4%	nt	-0.8%[9.22 µM]	nt	-4%	nt
CN[C@H](CC(=O)O)C(=O)O	2%&-5%	-4%&-7%	-4%&2%	i	19%	0%&3%	i	0.2%	i	0%&-2%	i
COc1ccc(Oc2c(-c3ccc(O)cc3O)n[nH]c2C)cc1	-3%	-2%	-9%	i	4%	1%	i	-1.0%	i	0%	i
O=C(NCC1COc2ccccc2O1)c1ccc(Cl)cc1 (stereo unspecified)	-2%	0%	-1%	i	22%	-22%	i	nt	i	0%	i
O=C(O)CCCC(=O)Nc1ccc(Cl)c(Cl)c1	-3%	-4%	-13%	nt	-10%	1%	nt	1.0%	nt	-2%	nt
CCOC(=O)c1cc(-c2cccs2)nc2onc(C)c12	?	6%	0%	1.4e-06M*	-23%	0%	1.7e-06M*	-4.9%	?	0%	?
CN(CCC#N)C(=O)COC(=O)c1ccc(Cl)c(S(N)(=O)=O)c1	7%	-1%	2%	i	-10%	2%	i	-6.0%	i	-3%	?
O=C(NCc1cccnc1)C1CCCN(S(=O)(=O)c2ccccc2)C1 (stereo unspecified)	-2%	1%	-7%	i	-9%	0%	i	0.1%	i	3%	i
Cn1c(=O)c2nc(Cl)n(Cc3ccc(Cl)cc3Cl)c2n(C)c1=O	-7%	-3%	3%	i	-6%	2%	i	6.6%	?	-3%	i
CC(C)NC[C@H](O)COc1ccc(CC(N)=O)cc1	-13%	?	4%	i	8%	1%	i	-1.9%[20.6 µM]	?	0%	i
CCOC(=O)C(C(=O)OCC)C(=O)c1cc(OC)c(OC)c(OC)c1	?	0%	0%	i	6%	-4%	i	0.4%	?	-2%	?
CCSc1nc2c(c(=O)[nH]c(=O)n2C)n1C/C=C(/C)Cl	2.5µM*	-1%	-1%	i	?	-28%	i	1.1%	i	-1%	i
CN(Cc1cc(=O)[nH]c2ccccc12)C(=O)c1ccccc1	-10%	-1%	-7%	i	-8%	1%	i	3.6%	i	-1%	i
Cc1cnc(NC(=O)CSc2nc3ccccc3c(=O)[nH]2)s1	?	-3%	2%	i	-15%	0%	i	-0.5%	i	0%	i
O=C(NCC(c1cccnc1)N1CCOCC1)C1CCCCC1 (stereo unspecified)	9%	-5%	-5%	i	13%	-1%	i	-2.4%	i	0%	i
COC(=O)C1=C(N)Oc2cc(C)n(C)c(=O)c2C1c1ccc(Cl)c(Cl)c1 (stereo unspecified)	-1%	-4%	nt	i	7%	1%	i	1.2%[0.369 µM]	i	-2%	?

An excerpt; rates above refer to the full screens.
